PKM2 activator = activators of human pyruvate kinase M2 | purified PKM2, Kinase-Glo ATP luminescence, activation; response scale: 0% is enzyme alone, no compound | Potency, µM (highest dose often 57.5 µM), for inactives: at the highest dose activation, actives largely listed as activators | 0.34% of 260,000 active | AID 1631; note: potency is the fitted concentration of half-maximal effect; % is set by controls: 0 for no effect and ±100 for the full control effect; nearly all actives have a fitted effect of over 55% in size
Target sequence (P14618 whole entry, looked up): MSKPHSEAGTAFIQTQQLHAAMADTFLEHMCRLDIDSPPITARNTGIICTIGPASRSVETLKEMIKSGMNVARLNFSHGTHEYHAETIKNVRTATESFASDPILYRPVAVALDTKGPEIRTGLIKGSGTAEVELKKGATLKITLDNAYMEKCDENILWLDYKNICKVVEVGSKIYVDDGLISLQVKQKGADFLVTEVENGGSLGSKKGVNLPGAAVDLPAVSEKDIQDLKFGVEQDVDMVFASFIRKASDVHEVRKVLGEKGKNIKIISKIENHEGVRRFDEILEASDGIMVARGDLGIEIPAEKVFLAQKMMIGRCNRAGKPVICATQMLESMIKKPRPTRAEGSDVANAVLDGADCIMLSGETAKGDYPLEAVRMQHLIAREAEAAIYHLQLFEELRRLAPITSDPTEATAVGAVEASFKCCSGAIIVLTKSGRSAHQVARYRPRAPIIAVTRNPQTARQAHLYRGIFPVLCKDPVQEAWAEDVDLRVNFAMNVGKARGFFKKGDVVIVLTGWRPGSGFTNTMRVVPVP
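Kinase-Glo luminescence reports ATP generated from ADP (0.1 mM) and PEP (0.5 mM) by purified hPK-M2 after 1 h at room temperature, pH 7.2 imidazole buffer; intermediate enzyme activity allows detecting inhibitors and activators.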
GALK inhibitor = galactokinase (human) inhibition. P51570. Purified GALK, Kinase-Glo residual ATP luminescence. Potency, µM (highest dose often 57.5 µM), inactives show top-dose activity change, negative = inhibition, usual class: inhibitors. 0.007% of 270,000 active. AID 1868; note: potency is the fitted concentration of half-maximal effect; % is set by controls: 0 for no effect and ±100 for the full control effect
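Compounds were pin-transferred into ATP buffer (35 uM final), then GALK plus galactose (5 nM, 100 uM final) was added. After 1 h at room temperature, Kinase-Glo Plus was added and luminescence read after 10 min.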
Coupling enz = inhibits coupling enzyme system, counter-screen for aldolase hits; coupling enzyme system counterscreen, AmpLite Red fluorescence; 0.67% of 290,000 active; activity change, negative = inhibition, % at 58.2 µM, hits read low; in the data active = activity change below about -30%; note: % is set by controls: 0 for no effect and ±100 for the full control effect
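Final compound at 57.5 uM, incubated 10 min at RT with coupling enzyme reagent (glyceraldehyde-3-phosphate), then 20 min with substrate and AmpLite Red detection. Fluorescence read at 525/598 nm; tests interference with the coupling assay, not aldolase inhibition.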
ASM inhibitor = blocks human secretory acid sphingomyelinase. placental ASM, HMU-PC fluorogenic substrate, 60 min. Potency, µM (doses to about 57.5 µM), for inactives: at the highest dose activity change, negative = inhibition, actives largely listed as inhibitors. 0.006% of 340,000 active; note: potency is the fitted concentration of half-maximal effect
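Steps: dispense placental human ASM, pin compound, wait 10 min at room temperature, add HMU-PC0 substrate at 9 uM final, incubate 60 min at 37 °C, add stop solution raising pH to 10, read fluorescence.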
Chronic BCR inh = chronic active BCR signaling inhibition | AID 493014 | Potency, µM (titrated, usually from 46.1 µM), for inactives: at the highest dose ratio change, negative = lower green/red ratio, most hits filed as inhibitors | ABC-DLBCL IkBa-CBG/CBR reporter, luminescence ratio, 4 h | 0.05% of 340,000 active; active = well fitted inhibition curve with a large enough effect in the signal ratio, with a control signal flat, not every such curve was filed as active; inconclusive = small, poorly fitted or top-dose-only effect, or effect the other way, or a change in a side signal; the % refers to the signal ratio;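 note: potency is the fitted concentration of half-maximal effect; plate controls were basal doxycycline-induced cells for no effect and cells given 10 µM MG132 for full effect; MG132 reads +100%, hits lower the ratio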
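TMD8 ABC-DLBCL cells carrying doxycycline-inducible green luciferase fused to IkappaBalpha plus unfused red luciferase were exposed to compounds (up to 46 uM) for 4 hrs at 37C. Activity came from the overlap-corrected green/red luminescence ratio.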
Menin-MLL TR inh = inhibitors of human menin-MLL interaction, mutant MLL peptide; O00255; Menin + Texas Red MLL mutant peptide, fluorescence polarization; Potency, µM (highest dose often 61.6 µM), for inactives: at the top dose FP activity change, negative = inhibition, hits mostly inhibitors; 0.23% of 270,000 active; AID 1768; active = well fitted inhibition curve with a large enough effect in the polarisation, with a control signal flat, not every such curve was filed as active; inconclusive = small, poorly fitted or top-dose-only effect, or effect the other way, or a change in a side signal; inactive = no such curve, though single readings can be large or run the other way; the % refers to the polarisation; note: potency is the fitted concentration of half-maximal effect; % of control where 0% means no effect; many of its hits are not listed in these tables
Target sequence (O00255 whole entry, looked up): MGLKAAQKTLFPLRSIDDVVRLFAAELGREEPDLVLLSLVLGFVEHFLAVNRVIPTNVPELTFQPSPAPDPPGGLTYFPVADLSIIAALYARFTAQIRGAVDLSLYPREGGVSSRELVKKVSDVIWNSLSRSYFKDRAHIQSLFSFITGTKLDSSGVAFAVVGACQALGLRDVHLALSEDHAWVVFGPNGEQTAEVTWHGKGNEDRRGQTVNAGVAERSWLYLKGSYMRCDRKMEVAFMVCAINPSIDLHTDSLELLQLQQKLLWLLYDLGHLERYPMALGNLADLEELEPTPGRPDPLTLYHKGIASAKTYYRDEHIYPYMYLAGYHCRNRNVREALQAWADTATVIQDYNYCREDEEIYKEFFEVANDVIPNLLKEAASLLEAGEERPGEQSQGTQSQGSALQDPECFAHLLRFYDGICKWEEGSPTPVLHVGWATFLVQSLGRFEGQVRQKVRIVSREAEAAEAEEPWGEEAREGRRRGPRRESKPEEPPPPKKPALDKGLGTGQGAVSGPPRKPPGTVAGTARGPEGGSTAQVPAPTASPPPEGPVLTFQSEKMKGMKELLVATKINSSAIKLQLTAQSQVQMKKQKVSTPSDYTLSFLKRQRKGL
Giardia killer = Giardia lamblia killing. Giardia lamblia trophozoite viability. activity change, % at 7.66 µM, hits read low. 0.15% of 340,000 active; in the data active = activity change below about -80%; inconclusive = between about -30% and that limit;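 note: parasites exposed to compound for two days anaerobically before the ATP read; % is set by controls: 0 for no effect and ±100 for the full control effect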
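Giardia trophozoites, 100 cells per well, were exposed to compounds for 48 hrs at 37 deg C under anaerobic conditions; viability was then read as ATP content by bioluminescence after 15-30 min at room temperature.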
PTAP TSG101 blk = blocks PTAP/TSG101 interaction to inhibit HIV-1 budding; Q99816; Fluorescence polarization, FITC-PTAP peptide / Tsg101 binding; Potency, µM (doses to about 115 µM), for the others: at the top dose activity change, negative = inhibition, hits mostly inhibitors; 340,000 tested, under 10 active; AID 493005; active = well fitted inhibition curve with a large enough effect in the main read-out, with a control signal flat, not every such curve was filed as active; inconclusive = small, poorly fitted or top-dose-only effect, or effect the other way, or a change in a side signal; inactive = no such curve, though single readings can be large or run the other way; note: potency is the fitted concentration of half-maximal effect; % of control where 0% means no effect
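Fluorescence polarization binding of Tsg101 binding domain (10 uM final) to FITC-labeled PTAP peptide (50 nM final) in HEPES pH 7.5 buffer with NaCl, Tween 20, EDTA, TCEP. Compounds added before peptide; binding 20 min at RT.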
B2AR arrestin = agonists driving beta-arrestin recruitment to human beta2-adrenergic receptor. 0.02% of 330,000 active. Potency, µM (top dose mostly 46.1 µM), for the others: at the highest dose activation, most hits filed as activators. P07550. beta-arrestin recruitment to beta2AR, cell-based reporter. AID 492947;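 note: potency is the fitted concentration of half-maximal effect; 0% = DMSO controls and full agonism = EC100 isoproterenol or metaproterenol; nearly all actives have a fitted effect of over 65% in size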
Integrin act MD = activates integrin-mediated alleviation for muscular dystrophy; 0.064% of 350,000 active; Potency, µM (highest dose often 38.3 µM), for the others: at the highest dose activation, most hits filed as activators; alpha7betagal myoblasts, beta-gal FDG fluorescence, 48 h;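 note: potency is the fitted concentration of half-maximal effect; 100% = response of the positive control SU9516; nearly all actives have a fitted effect of over 60% in size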
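Alpha7betagal+/- myoblasts (passage 13) were plated 16-24 hr, then exposed to compounds (1:260 dilution of DMSO stock) for 48 hours at 37C. After MPER lysis, β-galactosidase reporter activity was read as FDG fluorescence (ex 480/em 540) after 30 minutes.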
Tb PFK block = T. brucei PFK enzyme inhibition. AID 485367. T. brucei PFK, ADP-Glo luminescence. Potency, µM (titrated, usually from 57.5 µM), for inactives: top-dose activity, negative = inhibition, usual class: inhibitors. 0.17% of 330,000 active. O15648;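 note: potency is the fitted concentration of half-maximal effect; 0% = uninhibited 1x PFK enzyme wells and -100% = no-enzyme wells; nearly all actives have a fitted effect of over 60% in size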
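Activity is normalized to no-enzyme wells (full inhibition) and 1.25 nM enzyme wells (no inhibition). Reaction: 0.5 mM F6P, 0.1 mM ATP, 45 min RT, ADP-Glo luminescence; concentration-response curves fitted and classed by quality.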
The depositor's hits bear a star; ? = inconclusive; · = not tested or not shown; & = joins results of further samples; [ ] = remark or other dose. Unless noted, calls come from the whole dose curve; as a rule, active = well fitted curve in the direction sought with a large enough effect; inconclusive = small, poorly fitted or top-dose-only effect, or another doubt; inactive = no such curve, though single readings can be large; an effect the other way counts as inactive or inconclusive.

Every second line gives: PKM2 activator	GALK inhibitor	Coupling enz	ASM inhibitor	Chronic BCR inh	Menin-MLL TR inh	Giardia killer	PTAP TSG101 blk	B2AR arrestin	Integrin act MD	Tb PFK block
> COC(=O)c1ccc(CSc2nnc3sc4ccccc4n23)o1
 : 3%	0%	-6	0%	-5%	-7%	-13	-7%	0.5%	0%	0%
> O=C(CC12CC3CC(CC(C3)C1)C2)NC(=S)Nc1ccc(CN2CCOCC2)cc1
 : 6%	-2%	-2	-2%	8%	-11%	-10	-3%	-0.4%	-4%	-1%
> Cc1nc2ccccc2c(=O)n1NC(=O)c1ccc(Cl)cc1
 : ·	1%	6	-4%	2%	5%	4	-4%	0.1%	19%	3%
> COC(=O)c1ccc(NC(=O)Nc2ccccc2F)cc1
 : -24%	1%	0	-1%	?	6%	-3	-3%	0.1%	-34%	-10%
> Cc1noc(C)c1COc1ccc(C(=O)Nc2ccccc2)cc1
 : 1%	-1%	1	-1%	-15%	1%	-2	-3%	-0.1%	19%	-5%
> COc1ccc(CCNC(=O)c2sc(=S)n(C)c2N)cc1
 : -2%	4%	0	19%	4%	4%	1	-5%	-0.4%	10%	0%
> CC(C)(C)NC(=O)CN(C(=O)CSc1nnc(COc2ccccc2)o1)c1cccc(F)c1
 : 4%	-1%	1	7%	10%	1%	9	-2%	-0.1%	36%	-2%
> Cc1c(C(=O)NCc2ccc3c(c2)OCO3)sc2nc(-c3ccccc3)cn12
 : 2%	2%	-2	-11%	8%	-5%[11.7 µM]	6	-2%	0.2%	6%	2%
> CCOc1ccc(Oc2cc(C)nc(SC)n2)nn1
 : -12%	-1%	-1	-2%	-4%	10%	-3	-2%	-0.7%	3%	-2%
> COc1ccc(CN2C(=O)c3cccnc3C2=O)cc1S(=O)(=O)N1CCOc2ccc(C)cc21
 : ·	-2%	·	4%	-1%	·	0	-2%	0.8%	2%	-9%
> Cc1ccsc1CN(C)C(=O)CCc1nnc(COc2ccccc2)o1
 : -3%	12%	5	-2%	1%	?	6	-4%	-1.1%	-22%	-2%
> CCOC(=O)N1CCN(C(=O)C(NS(=O)(=O)c2cccc3nsnc23)c2ccccc2)CC1 (stereo not given)
 : -1%	-2%	0	2%	1%	-5%	-6	3%	-0.2%	?	-7%
> CCCn1c(=O)c2ccccc2n2c(SCC(=O)/C(C#N)=C(\C)N)nnc12
 : -3%	0%	0	-1%	8%	-5%	3	-12%	-0.4%	-18%	-4%
> CCN(CC)C(=O)CSc1nc(O)cc(=O)n1-c1ccccc1OC
 : 0%	5%	-2	7%	9%	-1%	-1	-4%	0.2%	25%	-1%
> CC(C)c1ccc(NC(=O)c2ccc(NC3=NC4CS(=O)(=O)CC4S3)cc2)cc1 (stereo not given)
 : -1%	·	1	-7%	?	?	-28	-1%	0.0%	-7%	-1%
> Cc1ccccc1OCc1nc2ccccc2c(=O)n1N
 : 1%	-2%	0	-4%	-4%	-4%	2	-4%	0.2%	?	3%
> CC(C)CC(=O)Nc1nc2ccc(S(=O)(=O)N3CCOCC3)cc2s1
 : -1%	3%	5	-4%	-13%	-3%	-15	-7%	0.4%	14%	-1%
> Cc1ccc(C(=O)N/N=C\c2ccc3c(c2)OCO3)cn1
 : 8%	7%	-1	-13%	-2%	-11%	24	-6%	0.1%	14%	0%
> O=C(CNS(=O)(=O)c1ccccc1)OCC(=O)c1ccc(OC(=O)c2ccccc2)cc1
 : 1%	-4%	1	-2%	11%	-26%	1	1%	0.0%	-4%	0%
> COc1ccc(Cn2cnc3c([N+](=O)[O-])c(C)c(C)cc32)cc1
 : 0%	0%	-1	-6%	-6%	·	24	-4%	-1.0%	-6%	0%
> CCC(=O)N1CCc2cc(OC)c(OC)cc2C1COc1ccccc1OC (stereo not given)
 : 7%	0%	1	0%	-16%&-9%	-15%	10	-1%	0.0%	2%	-3%
> Cc1ccc(C(=O)N2CCC(C(=O)NC3CCCC3)CC2)cc1
 : ·	-1%	3	7%	6%	·	-8	-1%	-1.1%	-6%	-7%
> Cc1noc(C)c1CSc1nnc(-c2ccncc2)n1-c1cccc(Cl)c1C
 : 0%	1%	0	-3%	-10%	0%	9	-3%	0.0%	-52%	0%
> O=C(COc1ccc([N+](=O)[O-])cc1Cl)N(C1CCCCC1)C1CCS(=O)(=O)C1 (stereo not given)
 : ·	·	·	-1%	2%	·	-26	-2%	0.1%	29%	17%
> O=C(C1=NN[C@@H]2C(=O)N(c3cccc(C(F)(F)F)c3)C(=O)[C@H]12)c1cnccn1
 : 7%	6%	-2	-2%	-14%	·	1	-3%	-0.3%	-2%	-7%
> Cc1ccc(S(=O)(=O)NNc2ccccc2)c(C)c1
 : 9%	0%	-6	-3%	1%	-7%	-13	0%	-1.0%	10%	-24%
> CCOc1ccccc1C(=O)N/N=C/c1cccc2cccnc12
 : -6%	-3%	-8	-2%	?	-16%	6	-3%	-0.3%	-20%	-4%
> COc1ccc(C(=O)NCc2ccc3[nH]c(C)cc3c2)cc1OC
 : -25%	5%	-13	-2%	5%	?	-6	-4%	0.2%	-8%	1%
> COc1ccc(NC(=O)[C@H](C)NC(=O)C2CCN(S(=O)(=O)c3ccc(C)cc3)CC2)cc1
 : ·	2%	·	4%	0%	·	10	3%	-1.0%	-15%	1%
> CSc1nc(NCC(C)O)c2c3c(sc2n1)CN(C)CC3 (stereo not given)
 : ·	-1%	-1	332%[activator]	?	3%	6	-8%	-0.3%	11%	-5%
> O=C(NCc1nc2ccccc2[nH]1)c1c(F)c(F)c(F)c(F)c1F
 : -1%	4%	3	0%	5%	-9%	-5	0%	0.0%	-23%	0%
> COCCn1c(N)c(C(=O)Nc2sc3c(c2C(=O)OC)CCCC3)c2nc3ccccc3nc21
 : 9%	-2%	-1	-1%	7%	?	-5	-4%	-0.4%	?	2%
> O=C(COc1ccccc1)NNc1nc2c(F)cc(F)cc2s1
 : -17%	4%	-1	3%	7%	4%	-11	4%	-0.2%	-28%	-10%
> Cc1cccc(CN2CCC(CNC(=O)Cn3ncc4c([nH]c5ccccc54)c3=O)CC2)c1
 : 4%[0.46 µM]	4%	4	4%	-4%	-2%	?	-6%	0.4%	18%	-1%
> CCOC(=O)C1CCN(C(=O)c2c(-c3ccccc3)noc2C)CC1
 : -5%	5%	3	10%	-6%	0%	4	-6%	0.0%	0%	-10%
> OC1CCN(C(=S)Nc2ccc(Oc3ccccc3)cc2)CC1
 : 0%	1%	-2	-2%	0%	8%	25	-5%	0.1%	-7%	0%
> COc1cc(C2=NC(CO)(CO)CO2)cc(OC)c1OC
 : -7%	5%	4	-3%	-10%	10%	21	-2%	-1.0%	-72%[inhibitor]	-11%
> CCOC1=NN(c2ccccc2)C(=O)/C1=C\N(C)C
 : -14%	9%	-1	4%	6%	10%	8	-5%	0.3%	8%	1%
> CCC(CC)NCCOC(=O)c1ccc([N+](=O)[O-])cc1
 : 0%	-4%	4	-1%	?	6%	-4	-3%	0.3%	-3%	3%
> COc1ccc(CNC(=O)Cn2cc([N+](=O)[O-])nc2C)cc1
 : 0%	-2%	5	-1%	·	0%	-9	-4%	·	-5%	·
> O=C(CSc1nnc(Cc2ccccc2)o1)Nc1ccc(N2CCOCC2)cc1
 : ·	·	·	4%	?	·	0	-5%	0.5%	25%	-7%
> O=C(NCc1csc(-c2ccccc2)n1)c1ccco1
 : 0%	2%	0	4%	?	-3%	-6	-12%	5.9%	12%	-1%
> CN(C)CCNC(=O)CN1C(=O)COc2ccc(C(C)(C)C)cc21
 : -1%	0%	1	5%	-2%	0%	-19	-4%	0.3%	-7%	-17%
> COc1ccc(C(=O)Nc2ccc(NC(=O)C3CCCCC3)nc2)cc1
 : 1%	0%	0	1%	5%	?	15	1%	0.5%	13%	-4%
> O=c1c2ccccc2nc(-c2ccc(Cl)cc2Cl)n1O
 : -4%	-2%	0	5%	1%	2%	4	-3%	0.0%	20%	-3%
> CC(C)CNC(=S)NC(=O)c1ccccc1Cl
 : 1%	-3%	0	5%	0%	2%	4	1%	-0.6%	-6%	0%
> COC(=O)n1c(=O)oc2ccc(S(=O)(=O)N3CCCCC3)cc21
 : 2%	5%	6	0%	?	·	3	-2%	-0.1%	8%	1%
> COc1ccc(C(=O)NCc2ccncc2)cc1S(=O)(=O)N1CCOCC1
 : ·	·	·	4%	0%	·	-2	-1%	0.0%	0%	-8%
> Brc1ccc(CSc2nnc(-c3ccccn3)n2Cc2ccco2)cc1
 : 6%	2%	-1	-1%	?	-9%	-2	·	0.3%	4%	-3%

High-throughput results (PubChem BioAssay)

The list is partial; rates above refer to the full screens.
